M18AAP inhibitor – PfM18AAP inhibitors, malaria aminopeptidase, primary screen, biochemical, QFRET, recombinant enzyme; AID 1822, 2009; actives 1.2% (n = 290,000); inhibition, % at 7.35 µM; H-Glu-NHMec fluorogenic cleavage;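 active means inhibition above the campaign mean inhibition over all tested compounds plus 3 SD, cut at about 28% in these data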;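 further: 0% = plate median of test compound wells and 100% = 2 mM ZnCl2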
IMP-1 inhibitor – IMP-1 metallo-beta-lactamase inhibitors, primary screen, biochemical, epi-absorbance readout, Pseudomonas aeruginosa enzyme | metallo-beta-lactamase IMP-1 (Pseudomonas aeruginosa) | purified IMP-1, nitrocefin hydrolysis, epi-absorbance fluorescence | inhibition, % at 5.6 µM | actives 0.45% (n = 290,000);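 active means inhibition above the mean plus 3 SD of all compounds in the same screening run, cut at about 4.5% in these data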;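 further: 0% = IMP-1 with DMSO and 100% = DMSO wells lacking enzyme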
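System: purified IMP-1; amount: IMP-1 0.2 nM before substrate addition; compound: single dose, 5.6 µM; times: 25 °C, 15 min preincubation, 25 min reaction; signal: Epi-absorbance via hydrolysed-nitrocefin quenching of white-plate fluorescence, 480/530 nm, EDTA stop; benchmarks: DMSO with and without IMP-1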
SUMO HTRF inh – inhibitors of in vitro SUMOylation cascade, primary screen, biochemical, HTRF, uHTS | HTRF SUMOylation assay, SAE1/SAE2 + UBC9 | actives 0.36% (n = 290,000) | inhibition, % at 35 µM | AID 2006, 2009; in the data active means inhibition above about 50%, passing the limit was not always enough; further: strong numbers were not always called active
Target sequence (P63279 whole entry, looked up): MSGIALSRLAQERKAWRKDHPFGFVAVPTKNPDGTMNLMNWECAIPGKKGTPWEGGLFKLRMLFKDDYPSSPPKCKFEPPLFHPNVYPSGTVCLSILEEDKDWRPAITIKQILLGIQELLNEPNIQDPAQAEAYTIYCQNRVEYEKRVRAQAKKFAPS
DNA FID counter – compounds displacing fluorescent DNA intercalator, primary screen, artefact control for HCV NS3 helicase inhibitor project, biochemical, FID fluorescence; DNA fluorescent intercalator displacement; inhibition, % at 7.9 µM; actives 0.17% (n = 290,000); AID 1845, 2009; in the data active means inhibition above about 37%;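 further: 0% = vehicle and 100% = reference compound; higher means more ethidium bromide displaced from hairpin DNA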
MEKK2 WT-MEK5 – modulators of MEK5 binding to wildtype MEKK2, primary screen, biochemical, multiplex bead flow cytometry, Alexa488-MEK5; Mitogen-activated protein kinase kinase kinase 2 (Homo sapiens), Q9Y2U5; Alexa488-MEK5 binding to MEKK2 WT; actives lie on both sides; binding response (% of control), % at 10 µM; actives 1.1% (n = 290,000); AID 1531, 2009; in the data active means binding response below about 67% or above about 130%
NALP1 yeast inh – NALP1 inflammasome inhibitors in reconstituted yeast, colorimetric, S. cerevisiae, triplicate retest. actives 0.61% (n = 280,000). inhibition, % at 10 µM. S. cerevisiae NALP1/ASC/caspase-1 growth, X-gal OD620, 72 h. AID 2071, 2009; in the data active means inhibition mostly above about 24%, no sharp cut-off; inactive means mostly below about 32%; further: some compounds called inactive have numbers as strong as hits
HCV NS3 hel inh – inhibitors of HCV NS3 helicase, primary screen, biochemical, Cy5 molecular beacon fluorescence; NS3 helicase DNA unwinding; inhibition, % at 10.9 µM; actives 0.56% (n = 290,000); AID 1800, 2009;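 active means inhibition above the mean of all tested compounds plus 3 SD, set per campaign, cut at about 35% in these data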;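 further: 0% = DMSO wells and 100% = thioflavine S control wells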
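Measured by: Cy5 fluorescence, 0 and 60 min reads / Assay system: NS3 helicase fragment of HCV / Control set: low DMSO, high thioflavine S at 110 µM / Times: 1 h reaction at 25 °C, ATP-initiated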
VIM-2 inhibitor – VIM-2 metallo-beta-lactamase inhibitors, primary screen, biochemical, epi-absorbance readout, Pseudomonas aeruginosa enzyme; inhibition, % at 5.6 µM; purified VIM-2, nitrocefin hydrolysis, epi-absorbance fluorescence; actives 0.89% (n = 290,000); AID 1527, 2009;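 active means inhibition above the mean of all tested compounds plus 3 SD, cutoff set per screening run, cut at about 7.5% in these data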;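 further: red hydrolysis product quenches plate fluorescence so inhibitors raise well fluorescence; 0% = enzyme with DMSO and 100% = DMSO without enzyme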
MEKK2 mut-MEK5 – MEK5 binding signal on mutant MEKK2 PB1, primary screen, biochemical, multiplex bead flow cytometry, Alexa488-MEK5 | Alexa488-MEK5 binding to MEKK2 mutant | percent response, % at 10 µM | actives 0.35% (n = 290,000) | AID 1530, 2009; in the data active means percent response above about 24%, passing the limit was not always enough; further: inactives centre near 1; some results filed as inactive read as strong as hits
* = called active by the depositor; · = not tested or not shown.

SMILES	M18AAP inhibitor	IMP-1 inhibitor	SUMO HTRF inh	DNA FID counter	MEKK2 WT-MEK5	NALP1 yeast inh	HCV NS3 hel inh	VIM-2 inhibitor	MEKK2 mut-MEK5
CC(=O)Nc1cccc(C(=O)Nc2cccnc2)c1	-9	-2.0	-2	1	100	12	-4	-3.0	5
CCC(=O)NC(=S)NNC(=O)c1ccc(OC)cc1	4	-2.3	-5	3	102	-6	-7	-9.4	4
CC1CC(C)CN(CC(O)COCCOc2ccc(Br)cc2)C1 (centres undefined)	-1	-1.3	0	14	101	35	-3	-1.8	-2
Cc1nnc(SCC(=O)c2ccc(Cl)cc2)n(N)c1=O	14	-2.9	9	-7	96	2	12	-2.6	-1
CN1CCC(=C2c3ccccc3C(O)c3ccccc32)CC1 (centres undefined)	-3	-1.2	22	7	109	13	6	-0.4	19
Cc1nn(Cc2ccc(F)cc2)c(C)c1NC(=O)c1noc2c1CCCCC2	-7	-2.4	-3	-35	107	42	-2	0.5	5
CC(=O)NC1=NC(=O)/C(=C/N2CCCCC2)S1	1	-1.0	-3	-1	101	16	-1	-1.3	4
C[N+]1(CC(O)COCC2COc3ccccc3O2)CCOCC1 (centres undefined)	-3	-2.5	2	1	100	1	5	-1.3	0
Cc1c(OCC(=O)NCC2CCC(C(=O)NCCCO)CC2)ccc2c(-c3ccccc3)cc(=O)oc12 (centres undefined)	-7	-1.3	19	-56	104	16	-4	-0.1	6
CCOC(=O)CSc1nc2ccc(C)cc2n2cnnc12	1	2.2	10	-17	96	10	-7	9.8*	-9
Cc1c([C@H]2[C@@H](CC#N)C2(C)C)c2ccccc2n1C	6	-1.8	-15	-7	86	8	-15	-2.0	-12
Clc1ccc(CNc2ccc(N3CCN(Cc4ccccc4)CC3)cc2)cc1	-1	-12	0	11	123	20	-74	0.5	7
O=C(c1ccccc1)N1CCC(c2nc(-c3ccc(S(=O)(=O)NCC4CCCO4)cc3)no2)CC1 (centres undefined)	4	-3.4	17	-13	97	19	14	-1.1	-3
CCOc1cc(CNCCCN2CCOCC2)ccc1OCC(=O)NC(C)(C)C	-2	-2.5	5	14	95	-3	3	-2.4	-5
COc1ccccc1CNC(=O)C1CCC(CNS(=O)(=O)c2ccc(F)cc2)CC1 (centres undefined)	12	-4.0	-7	-40	105	-4	0	-3.2	10
COc1ccc(-n2nc(C(=O)NCC(=O)NCCCN3CC(C)CC(C)C3)c3ccccc3c2=O)cc1Cl (centres undefined)	-4	0.2	4	24	114	25	-51	1.6	1
CC(=O)c1ccc(N2CCN(C(=O)Cc3cccs3)CC2)cc1	4	-2.0	-1	-17	101	3	24	-2.8	-1
N/C(=N\OC(=O)c1cccs1)c1cccc(Br)c1	-3	-1.0	8	0	97	13	-1	-3.3	0
Cc1cc(C)c(C)c(S(=O)(=O)Nc2ccccc2C(=O)NCCCn2ccnc2)c1C	0	-3.0	12	11	107	4	-66	1.1	8
CC/C(C)=C1\SC(N2CCN(c3cccc(C(F)(F)F)c3)CC2)=NC1=O	1	-3.2	0	-23	97	3	-2	-1.4	-3
CC(=O)c1ccc(N2C(=NC(=O)C(C)C)SC3CS(=O)(=O)CC32)cc1 (centres undefined)	1	-2.2	8	-2	102	4	9	-2.6	-1
COc1cccc(NC(=O)Nc2cc(NC(=O)Nc3cccc(OC)c3)c(C)nc2C)c1	-2	-2.9	8	-3	104	37	-14	-3.0	-2
Cc1nc(CN(C)C(=O)CC2C(=O)NCCN2Cc2ccc(F)cc2)cs1 (centres undefined)	10	-2.3	-9	-14	109	17	-4	-1.2	7
O=C(CCc1ccccc1)Nc1ccccc1F	-8	3.4	6	-2	102	15	0	-1.8	6
Cc1ccccc1Nc1nnc(SCC(=O)c2cc3ccccc3o2)s1	28*	7.2*	11	-2	103	38	47*	2.3	-1
COc1ccccc1NC(=O)c1ccc(C)s1	3	-4.5	11	-2	110	48	-6	-1.3	7
Cc1cc(C)cc(OCCN2CCOCC2)c1	3	-0.5	8	1	108	·	-3	-1.2	5
Cc1occc1C(=O)NCc1nc(-c2ccc(Cl)cc2)no1	4	0.0	-5	-11	93	24	3	-2.0	-8
CN(Cc1ccccc1)Cc1c[nH]c2ccccc12	-4	-1.8	14	1	108	16	0	0.2	3
CCc1ccc(OCc2cccc(C(=O)N/N=C\c3cnn(C)c3C)c2)cc1	-6	6.4*	4	-16	99	2	-3	-1.7	-4
Cc1ccccc1NC(=O)N1CCC(NC(=O)C2CCCCC2)CC1	5	-0.8	20	-14	100	6	-1	1.3	0
Cn1cc(Cl)c(-c2nc3ccccc3[nH]2)n1	-2	-1.9	-6	2	104	20	-1	-0.9	10
Cc1ccc(C)c(NC(=O)c2ccccc2NC(=O)C2CCCO2)c1 (centres undefined)	-9	-2.1	-8	-10	102	15	-8	-1.2	0
Cc1onc(C(=O)/C=C/N(C)C)c1C(=O)Nc1nccs1	7	-1.6	27	1	102	26	5	-7.6	10
Cc1cccc(CCN(CC(=O)NCc2ccc(F)cc2)C(=O)c2csnn2)c1	-2	-2.6	-16	-29	108	10	-8	-3.8	4
CC(C)c1ccc(NC(=S)Nc2cccc3ccccc23)cc1	1	-3.4	95	-4	99	5	-3	-4.9	4
COc1ccc(OC)c(/C=N/c2oc(-c3ccco3)c(-c3ccco3)c2C#N)c1	18	-2.0	24	-3	77	17	15	-2.2	-11
Fc1ccccc1NC(=S)Nc1ccc(CN2CCOCC2)cc1	3	-1.5	-10	-3	109	18	-5	-0.1	6
Cc1ccc(OCC(=O)NNC(=O)C2CCN(c3nc(C)cc(C)n3)CC2)cc1	1	-1.5	-23	-3	93	10	1	-1.6	-10
CCCn1c(SCC(=O)N2CCCC(C)C2)nnc1-c1ccccn1 (centres undefined)	-8	-0.7	12	-23	91	8	7	-2.6	-31

For reference, some entries already given.
SMILES	M18AAP inhibitor	IMP-1 inhibitor	SUMO HTRF inh	DNA FID counter	MEKK2 WT-MEK5	NALP1 yeast inh	HCV NS3 hel inh	VIM-2 inhibitor	MEKK2 mut-MEK5
Cc1ccccc1NC(=O)N1CCC(NC(=O)C2CCCCC2)CC1	5	-0.8	20	-14	100	6	-1	1.3	0
Cn1cc(Cl)c(-c2nc3ccccc3[nH]2)n1	-2	-1.9	-6	2	104	20	-1	-0.9	10
Cc1ccc(C)c(NC(=O)c2ccccc2NC(=O)C2CCCO2)c1 (centres undefined)	-9	-2.1	-8	-10	102	15	-8	-1.2	0

More entries follow:
SMILES	M18AAP inhibitor	IMP-1 inhibitor	SUMO HTRF inh	DNA FID counter	MEKK2 WT-MEK5	NALP1 yeast inh	HCV NS3 hel inh	VIM-2 inhibitor	MEKK2 mut-MEK5
CCSc1ncc(Cl)c(C(=O)Nc2sc3c(c2C(=O)NCc2cccnc2)CCCC3)n1	1	-2.5	23	-2	106	10	6	-6.3	6
CCSC1=N/C(=C/c2ccsc2)C(=O)N1c1ccccc1	1	-2.2	2	-3	94	23	9	-2.2	-2
Cc1ccc(CNCC(O)(c2ccccc2)c2ccc(Cl)cc2)cc1 (centres undefined)	-7	-3.5	-24	18	137	37	-50	-2.6	8
CC(C)C(=O)N1CCN(c2ccc(NC(=O)c3cccs3)cc2Cl)CC1	-2	-3.0	-8	-20	82	-15	-3	-2.4	-9
C=CCNC(=O)c1ccc([N+](=O)[O-])c(Cl)c1	-4	0.1	15	0	89	-22	-3	0.5	-4
COc1ccc(C(=O)OCCN2C(=O)c3ccccc3C2=O)cc1	-1	-1.6	1	-10	84	4	-5	-5.4	-1
O=C(Nc1ccc(F)cc1)C1CCN(c2nnnn2-c2ccccc2)CC1	-7	-3.7	-11	-18	92	8	2	-0.6	-8
N#CC1=C(N)OC2=C(CC/C2=C\c2ccccc2Cl)C1c1ccccc1Cl (centres undefined)	-2	-0.8	27	-17	104	·	25	-0.7	13
C=CCN(C(=O)Nc1ccc(F)cc1)C1CC(=O)N(c2ccc(OC)cc2)C1=O (centres undefined)	-13	-1.0	7	-3	103	·	2	2.3	0
CCC(=O)N1c2ccccc2-c2nnc(SC)nc2OC1c1ccc(N(C)C)cc1 (centres undefined)	7	-3.2	10	-4	94	22	-4	-3.4	2

One compound at a time, from the list above. Screens in order: M18AAP inhibitor	IMP-1 inhibitor	SUMO HTRF inh	DNA FID counter	MEKK2 WT-MEK5	NALP1 yeast inh	HCV NS3 hel inh	VIM-2 inhibitor	MEKK2 mut-MEK5
Shown for CC(C)C(=O)N1CCN(c2ccc(NC(=O)c3cccs3)cc2Cl)CC1 : -2	-3.0	-8	-20	82	-15	-3	-2.4	-9
Shown for CCSc1ncc(Cl)c(C(=O)Nc2sc3c(c2C(=O)NCc2cccnc2)CCCC3)n1 : 1	-2.5	23	-2	106	10	6	-6.3	6

(more compounds)
SMILES	M18AAP inhibitor	IMP-1 inhibitor	SUMO HTRF inh	DNA FID counter	MEKK2 WT-MEK5	NALP1 yeast inh	HCV NS3 hel inh	VIM-2 inhibitor	MEKK2 mut-MEK5
COc1cccc(-c2ccc(=O)n(CC(=O)Nc3cc4c(cc3NC(C)=O)OCCO4)n2)c1	-5	-2.5	-5	-25	99	-2	-9	-0.2	0
COc1ccc(OC)c(-c2csc(NC(=O)C3c4ccccc4Oc4ccccc43)n2)c1	0	-3.8	-10	2	92	16	-13	-1.3	-1
c1cnc2ncc3sccc3c2c1	-4	0.9	-3	3	94	20	10	0.2	-5
COC(=O)c1cn(NC(=O)c2cccc(OC)c2)c(=O)c2ccccc12	2	-3.1	11	-7	99	2	0	-3.5	1
Cc1ccc(S(=O)(=O)N2CCN(C(=O)Cn3nc(C)c([N+](=O)[O-])c3C)CC2)c(C)c1	0	-3.8	-3	-33	98	3	0	-3.3	4
Cc1c(NC(=O)C(C)Sc2nc3ccccc3c(=O)n2CCO)c(=O)n(-c2ccccc2)n1C (centres undefined)	9	-1.0	12	-6	101	-18	0	-2.7	1
O=C(O)c1ccc2c(c1)OCCO2	-11	-3.0	12	1	104	-2	-5	-1.5	7
COc1cc(-c2[nH]ncc2CN(C)Cc2cc(C)[nH]n2)cc(OC)c1OC	-7	-2.5	-12	4	92	-1	2	-3.5	-11
CC1CCCC(C)N1/N=C/c1ccccc1F (centres undefined)	2	-1.4	19	3	111	5	7	-2.7	6
CC(C)CN1CCN(CC#Cc2ccccc2)CC1CCO (centres undefined)	2	-2.8	1	-2	94	7	-3	-2.4	-8
COc1ccc(Nc2cc(C)nc(NCc3ccccc3)n2)cc1	-11	-1.5	10	24	130	32	-57	-2.0	10
CCc1ccc(N2CC(C(=O)Nc3cc(C)ccc3F)CC2=O)cc1 (centres undefined)	2	-3.4	11	-13	92	19	-5	-1.0	-10
Cc1ccc(S(=O)(=O)N2CCCOC2CNC(=O)C(=O)NCCCn2ccnc2)cc1 (centres undefined)	-1	-1.2	22	3	93	23	-12	-2.3	1
CCCNC(=O)NC(=O)CSc1ccc2c(c1)OCCO2	1	-2.3	11	-3	102	6	4	-5.1	6
